sdo1 growth – restores growth of sdo1-depleted yeast; S. cerevisiae sdo1-depleted JHY4D growth rescue, OD600 30 h; stronger effect = higher value; pdr5 snq2 efflux-pump mutant strain; z-score at 10 µM; 0.21% of 140,000 active;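 active means z-score above 3 at both the 24 hr and the 30 hr optical density reads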;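 further: z-score against mean and SD of all compound wells on the same plate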
INS promoter inh – TRM-6 insulin promoter activity inhibition; TRM-6 cells (human fetal islet line), insulin promoter-eGFP reporter, imaging; reporter expression induced with tamoxifen; inhibition, % at 2 µM; 0.9% of 130,000 active; AID 1273;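 active means inhibition above the mean plus 3 SD, with well images judged a real hit on visual review, cut at about 60% in these data, passing the limit was not always enough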
sdo1 growth Rescue 24 h – second read-out of sdo1 growth, no call of its own (marks repeat the call); z-score; S. cerevisiae sdo1-depleted JHY4D growth rescue, OD600; measured here: growth rescue at 24 h;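 0 is the plate mean of compound wells and units are plate SD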
* hit, by the source's call; · = no result given.

sdo1 growth Rescue 24 h	INS promoter inh	sdo1 growth	Compound
·	0	·	O=C(CSc1ccc(-c2ccccn2)nn1)N1CCCCC1
0.98	11	2.1	O=C(O)CN(c1ccccn1)S(=O)(=O)c1ccc(Cl)cc1
0.64	38	0.21	COc1ccc(Br)c2oc(SC)cc(=O)c12
-0.35	48	0.05	COc1ccccc1NS(=O)(=O)c1ccc(Cl)c(NC(=O)C(C)N2C(=O)c3ccccc3C2=O)c1 (stereo not given)
-0.25	·	-0.77	COc1cc(C(C)=O)ccc1Oc1ncnc2c1cnn2-c1ccc(C)c(C)c1
2.1	50	2	O=C(CCc1nc2ccccc2c(=O)[nH]1)NC1CCN(Cc2ccccc2)CC1
·	27	·	CCCCNC(=O)c1[nH]c(C)c(C(C)=O)c1C
1	8	-0.82	Cc1c(-c2ccccc2)nc(N)c(C#N)c1-c1ccco1
1.7	-21	1.1	COc1ccccc1OCCCOc1c(C)cc(C)cc1Br
0.18	·	0.39	O=C(CSc1ncnc2nc[nH]c12)N1CCN(c2ccccc2)CC1
1.5	·	0.53	Cn1c(=O)cc(OCC(=O)NCCCN2CCN(c3ccccc3F)CC2)c2ccccc21
-0.61	·	-0.49	CCOC(=O)C1CCCN(C(=O)CN(c2ccc(OC)cc2)S(=O)(=O)c2c(C)noc2C)C1 (stereo not given)
-0.46	-7	-0.35	CCc1ccccc1N(CC(=O)N1CCN(c2ccccc2F)CC1)S(C)(=O)=O
-0.75	-22	-1.1	COc1ccc(C(=O)COC(=O)C2CCCN2C(=O)C23CC4CC(CC(C4)C2)C3)cc1 (stereo not given)
·	-38	·	Cc1ccc(NC(=O)c2oc3ccccc3c2C)c([N+](=O)[O-])c1
1.7	·	1.3	CCOC(=O)N1CCN(C(=O)COc2cccc3c2CCN(Cc2ccccc2C)C3=O)CC1
·	20	·	Cc1ccc2nc3c(cc(C#N)c(=N)n3Cc3cccnc3)c(=O)n2c1
-0.18	-26	0.27	CCOc1ccc(NC(=O)C/C(N)=N/O)cc1
·	-10	·	COC(=O)CCC(=O)Nc1sc(Cc2ccccc2)c(C)c1C(N)=O
0.16	-33	-0.07	Cc1ccc(NC(=O)c2sc(Cl)nc2C)c(C)c1
0.93	43	0.96	CC(=O)Nc1nonc1-c1nc2ccccc2n1Cc1ccccn1
-2.2	·	-1.8	O=C(CCl)N1N=C(c2ccco2)CC1c1cccs1 (stereo not given)
-0.55	·	0.11	COC(=O)CSc1nnc(-c2cccnc2)n1-c1cc(OC)cc(OC)c1
-0.96	14	-0.47	O=C(CSc1nccn1-c1ccc(Cl)cc1)Nc1ccc2c(c1)OCO2
-0.29	·	0.14	Cc1cc2c(c(=O)n1C1CC1)C(c1cccc(Cl)c1)C(C#N)=C(N)O2 (stereo not given)
·	-122	·	COc1cc(/C=N/N(C)C)ccc1OC(=O)c1ccco1
-1.2	·	-1	O=C(NN=c1c(=O)c2ccccc2c1=O)c1ccccc1
·	-18	·	CCNC(=S)N(Cc1cc2cc(C)c(C)cc2[nH]c1=O)C1CCCC1
-0.55	-31	0.15	CCC(=O)Nc1cccc(NC(=O)c2ccc(C)c([N+](=O)[O-])c2)c1
-1.3	17	-0.66	CCC(=O)N(CCc1ccccc1)Cc1cc2cc3c(cc2[nH]c1=O)OCO3
·	56	·	Cc1ccc(N(CC(=O)NC2CCCCC2)C(=O)Cn2nnc(-c3ccc(C)o3)n2)cc1
-0.2	·	-0.41	CC1(C)CC(C(CCN(Cc2ccccc2)C(=O)c2ccco2)c2ccc(F)cc2)CCO1 (stereo not given)
0.27	-24	-0.83	CCOC(=O)c1ccc(-n2c(=S)sc3c(=O)[nH]c(C)nc32)cc1
0.57	·	0.45	O=C(COC(=O)c1n[nH]c2ccccc12)NC(=O)NC1CCCCC1
1.5	24	-1.4	O=C1CC(N2CCC(c3nc4ccccc4o3)CC2)C(=O)N1c1ccc(Cl)c(C(F)(F)F)c1 (stereo not given)
-0.71	21	-0.75	CCOC(=O)N1CCN(S(=O)(=O)c2ccc(F)c(C(=O)Nc3cc(C)cc(C)c3)c2)CC1
·	43	·	Cc1ccc[n+](CC(=O)Nc2c(Cl)cc(Cl)cc2Cl)c1
2	9	1.5	COc1ccc(C2CC(=O)c3cnc(N)nc3C2)c(OC)c1 (stereo not given)
-0.81	·	-1.1	O=C(NCc1ccco1)c1ccc(Cn2c(=O)c3sccc3n(Cc3cccc(F)c3)c2=O)cc1
0.27	26	0.24	CSc1nc2[nH]c3c(c2c2ncnn12)CCCC3
1.3	32	0.2	FC(F)(F)c1cc(Oc2ccccc2)nc(-c2ccccn2)n1
-0.82	20	-1.3	CCOC(=O)c1c(NC(=O)CSc2nnc(C)s2)sc2c1CCC(C)C2 (stereo not given)
0.64	-31	-0.76	COc1nc2ccc(C)cc2cc1-c1noc(-c2ccccc2)n1
-0.86	19	-1.5	CCCC(C)NC(=O)c1ccc(OCc2ccc(Cl)cc2)c(OC)c1 (stereo not given)
0.09	·	0.05	O=C1C2C3C=CC(C3)C2C(=O)N1c1ccccc1 (stereo not given)
-1.1	25	-0.37	Cc1cc(=O)n2nc(-c3ccc(C(F)(F)F)cc3)sc2n1
-1.5	16	-2.2	Cc1ccc(C(C(=O)NCC2CCCO2)N(Cc2ccccc2F)C(=O)Cn2nnc(-c3cccs3)n2)cc1 (stereo not given)
-0.03	-23	0.21	COCCCNC(=O)c1ccc2c(=O)n(CC3CCCO3)c(=S)[nH]c2c1 (stereo not given)
-0.27	-239	-1	CCOC(=O)C1=C(C)N=c2s/c(=C\c3ccc(OC(C)=O)cc3)c(=O)n2C1/C=C/c1ccccc1 (stereo not given)
-0.42	-69	-0.6	CC(Sc1ccc(Cl)cc1)C(=O)Nc1ccc2c(c1)OCO2 (stereo not given)

3 structures already listed, arranged by formula weight, ascending.
sdo1 growth Rescue 24 h	INS promoter inh	sdo1 growth	Compound
-0.42	-69	-0.6	CC(Sc1ccc(Cl)cc1)C(=O)Nc1ccc2c(c1)OCO2 (stereo not given)
0.27	-24	-0.83	CCOC(=O)c1ccc(-n2c(=S)sc3c(=O)[nH]c(C)nc32)cc1
-0.27	-239	-1	CCOC(=O)C1=C(C)N=c2s/c(=C\c3ccc(OC(C)=O)cc3)c(=O)n2C1/C=C/c1ccccc1 (stereo not given)

(listing goes on)
sdo1 growth Rescue 24 h	INS promoter inh	sdo1 growth	Compound
-1.3	·	-1.3	CCOCCCNC(=O)c1cc2c(-c3ccc(Cl)cc3)nn(C)c2s1
1.8	0	1.4	O=C(NCc1cccnc1)c1ccc2c(=O)n(CCCN3CCCC3=O)c(=S)[nH]c2c1
1.2	24	1.1	Cc1ccc(NC(=S)NNC(=O)c2ccc(N3CCOCC3)c([N+](=O)[O-])c2)cc1Cl
0.57	41	0.6	COc1cc2cnncc2cc1OC
-1.6	28	-2	Cn1c(CSc2ccccc2)c(C#N)c2ccccc21
0.89	·	1.3	CCC(=O)c1cc2c(C)cc(=O)oc2c(C)c1O
0.13	5	0.07	O=C(COC(=O)Cc1cccc(C(F)(F)F)c1)Nc1ccc2c(c1)OCCO2
-0.1	48	0.01	COc1ccccc1OCC(=O)NCC1CCCCC1
-0.44	-18	-1.6	CCN(CC)S(=O)(=O)c1cc(C(=O)Nc2ccc(Cl)cn2)ccc1C
0.1	·	0	Cc1nnc(Nc2ccc(C(=O)NCCO)cc2)c2ccccc12
-1.2	14	-0.32	Cc1cc([N+](=O)[O-])nn1CCCC(=O)N1CCN(c2ccc(F)cc2)CC1
-0.04	-21	-0.09	CCCOc1ccc(-c2nnc(N)s2)cc1
-0.41	14	-0.22	CCCCC(C(=O)OCC(=O)c1ccc(OC)cc1)N1C(=O)c2ccccc2C1=O (stereo not given)
·	50	·	C=CCNC(=O)/C=C/c1cccs1
·	-13	·	O=[N+]([O-])c1ccc(Nc2nc(NC3CCCCC3)nc(N3CCCC3)n2)cc1
-0.79	-58	1.9	CCS(=O)(=O)c1ccc(O)c(NC(=O)Nc2ccccc2)c1
-0.14	42	0.66	COc1ccc(N(CC(=O)Nc2ccc3c(c2)OCO3)S(C)(=O)=O)c(OC)c1
-0.28	54	0.07	CN1CCN(C2CC(=O)N(c3ccc4c(c3)OCCO4)C2=O)CC1 (stereo not given)
·	0	·	COc1ccc(OC)c(CNC(=O)c2cc(=O)[nH]c3ccc(S(=O)(=O)N4CCCC4)cc23)c1
-0.37	-64	0.05	CCC(C)(NC(=O)c1ccccn1)C(=O)NC1CCCCC1 (stereo not given)
0.74	-29	1.1	CN1c2ccccc2C(C)(C)C12C=Nc1c(ccc3ccccc13)O2 (stereo not given)
0.39	53	0.46	CCn1c(SCC(=O)NC(C)(C)C)nnc1-c1ccccn1
1	14	0.03	CCOc1c(C(N)=O)c(-c2ccccc2)c2c(=O)[nH]c3ccccc3n12
0.29	21	0.56	CN(C)c1cc[nH]c(=O)c1C#N
-1.1	31	-0.5	O=C(O)C1C2C=CC(O2)C1C(=O)Nc1ccc(S(=O)(=O)N2CCc3ccccc32)cc1 (stereo not given)
-1.1	27	-1.1	CC(C)OC(=O)c1cn(-c2ccccc2)nc1-c1ccco1
·	24	·	CC(=O)N1CCC(=O)Nc2ccc([N+](=O)[O-])cc21
0.29	23	0.67	Fc1ccc(CN2CCCCCCC2)c(F)c1
0.73	·	0.61	COc1ccc(OCCOC(=O)c2cccs2)cc1
-0.18	24	0.47	Clc1ccc(-c2nnc3n2CCCS3)cc1
-0.59	13	-0.12	O=[N+]([O-])c1cc(F)c(N2CCOCC2)cc1N1CCCCC1
·	27	·	NC(CSCc1cccc(Br)c1)C(=O)O (stereo not given)
-0.2	-5	0.21	Nc1nc(NCCO)nc(NCC2CCCO2)c1[N+](=O)[O-] (stereo not given)
1.2	·	0.01	Cn1c(N/N=C2\CCCc3ccccc32)nc2c1c(=O)n(Cc1ccc(F)cc1)c(=O)n2C
-0.19	44	-0.52	CCN(CC)C(=S)SCC(=O)Nc1nc(=O)c2ccccc2s1
0.2	-129	0.92	C=CCn1c(SCC(N)=O)nnc1-c1cc(Br)ccc1O
0.42	-46	0.12	COCCCN=Cc1c(C)[nH]n(-c2ccc(Br)c(C)c2)c1=O
-0.47	-12	0.31	O=C1C2C3CCC(C3)C2C(=O)N1Cc1ccco1 (stereo not given)
1.2	50	1.2	COc1cc(-n2cnnn2)ccc1S(=O)(=O)N1CCOCC1
2.5	23	1.7	O=C(N/N=C/c1c(O)ccc2ccccc12)c1cccc(C(F)(F)F)c1
-0.01	·	0.27	Cc1cn(S(=O)(=O)c2ccc(Br)c3ccccc23)cn1
-0.57	·	-0.64	O=C(Cc1nc(=O)c2ccccc2s1)Nc1ccccc1
-1	20	-0.63	COc1ccccc1-c1noc(CCC(=O)Nc2ccccc2Cl)n1
-1	·	-0.67	O=S(=O)(Cc1ccccc1)N1CCCCC1
·	42	·	COc1ccccc1NC(=O)CSc1nnc(Cn2cnc3ccccc32)o1
-0.5	-36	0.09	O=C(CC1SCCNC1=O)Nc1cc(Cl)cc(Cl)c1 (stereo not given)
-0.19	21	0.69	Cc1ccc(C)c(N(C)S(=O)(=O)c2ccc3[nH]cc(C(=O)NCCN4CCOCC4)c(=O)c3c2)c1
-0.34	0	0.34	CCOC(=O)C12CNC(=O)C(C(=O)OCC)(CNC1=O)C2
-0.15	-87	0.27	CCOc1ccc2c(c1)c(N=O)c(O)n2C
0	-73	-0.3	Cc1nn(S(=O)(=O)c2cccs2)c(C)c1Sc1ccccc1

By substructure: the entries above containing a COOH group
sdo1 growth Rescue 24 h	INS promoter inh	sdo1 growth	Compound
0.98	11	2.1	O=C(O)CN(c1ccccn1)S(=O)(=O)c1ccc(Cl)cc1
-1.1	31	-0.5	O=C(O)C1C2C=CC(O2)C1C(=O)Nc1ccc(S(=O)(=O)N2CCc3ccccc32)cc1 (stereo not given)
·	27	·	NC(CSCc1cccc(Br)c1)C(=O)O (stereo not given)

(further entries)
sdo1 growth Rescue 24 h	INS promoter inh	sdo1 growth	Compound
-0.46	72	-0.58	O=C(NC1CCCC1)C(c1cccs1)N(Cc1ccco1)C(=O)Cn1nnc(-c2cccs2)n1 (stereo not given)
4.6	12	3	COc1ccccc1-c1c(C)oc2c(CN3CCN(C)CC3)c(O)ccc2c1=O
0.8	-19	-0.45	COc1cccc(NC(=O)CN2CCN(S(=O)(=O)c3ccc(C(C)C)cc3)CC2)c1
1.9	·	1.4	O=C(NCC1CCCO1)C1CC1(c1ccccc1)c1ccccc1 (stereo not given)
·	-179	·	COc1cccc(CC(Cc2nc3ccccc3[nH]2)c2nc3ccccc3[nH]2)c1 (stereo not given)

In another format: entries from further up.
Below each compound – sdo1 growth Rescue 24 h	INS promoter inh	sdo1 growth
- O=C(NC1CCCC1)C(c1cccs1)N(Cc1ccco1)C(=O)Cn1nnc(-c2cccs2)n1 (stereo not given)
 : -0.46	72	-0.58
- COc1ccccc1-c1c(C)oc2c(CN3CCN(C)CC3)c(O)ccc2c1=O
 : 4.6	12	3
- COc1cccc(NC(=O)CN2CCN(S(=O)(=O)c3ccc(C(C)C)cc3)CC2)c1
 : 0.8	-19	-0.45

Not all compounds are listed; the hit share may differ from the screen's.
